MITF primary – MITF inhibitors, primary screen, biochemical, AlphaScreen, human; Microphthalmia-associated transcription factor (Homo sapiens), O75030; AlphaScreen MITF homodimerization, bead proximity signal; inhibition, % at 2.6 µM; 650,000 compounds, 0.91% hits; AID 1259374, 2018; in the data active means inhibition above about 50%;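 further: 0% = vehicle wells with protein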
Target sequence (O75030 whole entry, looked up): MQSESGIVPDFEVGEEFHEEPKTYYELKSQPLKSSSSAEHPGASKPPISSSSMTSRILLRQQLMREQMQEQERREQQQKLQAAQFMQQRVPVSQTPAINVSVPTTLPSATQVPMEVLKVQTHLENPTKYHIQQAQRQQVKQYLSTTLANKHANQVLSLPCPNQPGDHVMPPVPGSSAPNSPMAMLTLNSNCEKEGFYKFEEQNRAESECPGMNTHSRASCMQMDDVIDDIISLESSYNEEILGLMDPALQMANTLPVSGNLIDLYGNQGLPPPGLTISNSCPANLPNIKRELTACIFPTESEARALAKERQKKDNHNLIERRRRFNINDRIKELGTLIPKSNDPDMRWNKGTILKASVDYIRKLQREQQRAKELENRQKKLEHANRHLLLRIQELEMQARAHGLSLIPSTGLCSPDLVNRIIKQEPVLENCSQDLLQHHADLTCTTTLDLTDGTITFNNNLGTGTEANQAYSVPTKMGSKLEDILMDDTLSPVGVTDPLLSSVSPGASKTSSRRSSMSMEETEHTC
GPR151 activ – activators of human GPR151, primary screen, cell-based, PathHunter beta-arrestin, luminescence; G-protein coupled receptor 151 (Homo sapiens), Q8TDV0; PathHunter beta-arrestin GPR151 cells; activation, % at 11.2 µM; 650,000 compounds, 1% hits; AID 1508602, 2020; in the data active means activation above about 4.9%;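 further: 0% = median of compound wells and 100% = cells with positive control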
Target sequence (Q8TDV0 whole entry, looked up): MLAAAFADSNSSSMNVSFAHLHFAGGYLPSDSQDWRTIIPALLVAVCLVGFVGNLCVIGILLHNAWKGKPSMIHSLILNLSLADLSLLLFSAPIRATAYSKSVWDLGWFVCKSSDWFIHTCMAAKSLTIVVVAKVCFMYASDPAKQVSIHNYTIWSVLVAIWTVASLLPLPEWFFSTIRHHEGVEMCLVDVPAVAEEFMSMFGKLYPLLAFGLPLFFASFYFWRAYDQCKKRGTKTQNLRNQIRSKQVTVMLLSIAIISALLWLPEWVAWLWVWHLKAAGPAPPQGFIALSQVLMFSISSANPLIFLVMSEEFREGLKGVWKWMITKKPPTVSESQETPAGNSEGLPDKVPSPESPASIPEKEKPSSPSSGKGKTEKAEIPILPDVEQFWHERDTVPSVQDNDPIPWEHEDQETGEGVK
TEAD-YAP block – TEAD-YAP interaction inhibition, primary screen, TEAD-YAP interaction inhibitor project, luminescence, HEK-TIYL cells; AID 1259422, 2018; 640,000 compounds, 1.4% hits; TEAD-Gal4/YAP UAS-luciferase luminescence; inhibition, % at 9.12 µM; in the data active means inhibition above about 32%;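 further: 0% = median of test compound wells and 100% = reference inhibitor wells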
FBW7 activator – FBW7 E3 ligase activators, primary screen, biochemical, AlphaScreen, human; F-box/WD repeat-containing protein 7 (Homo sapiens), Q969H0; 650,000 compounds, 0.13% hits; normalized activity (activation), % at 26.1 µM; AlphaScreen FBW7–phospho-cyclin E peptide binding, activator screen; AID 1259310, 2017; in the data active means normalized activity above about 1.9%;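 further: purified mutant Fbw7 with reduced substrate affinity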
An asterisk follows results filed as active. Hits appear at their usual frequency; overall some 3.5% were active at least once.

SMILES	MITF primary	GPR151 activ	TEAD-YAP block	FBW7 activator
Cc1ccc(N2CCn3c2nnc(C(=O)NCCc2ccccc2)c3=O)cc1	9.4	2.2	1.8	-0.2
CCc1cc2c(SCc3nnc(-c4ccc([N+](=O)[O-])cc4)o3)ncnc2s1	5.4	-1.3	-7.2	0.1
O=C(CN1C(=O)NC(Cc2c[nH]c3ccccc23)C1=O)Nc1ccccc1Br (configuration not stated)	-0.7	1.2	14.9	-0.1
CCCNCC(=O)Nc1ccc2c(c1)CCC2	39.4	-0.8	-13.1	0.0
Cc1ccc(C(=O)N2N=C(c3c(-c4ccccc4)c4cc(Br)ccc4[nH]c3=O)CC2c2ccco2)cc1 (configuration not stated)	16.7	-0.2	14.7	0.3
CC1=C(C(=O)OC(C)C)C(c2ccccc2C(F)(F)F)C2=C(CCCC2=O)N1 (configuration not stated)	-4.2	0.2	-1.6	-0.2
Cc1ccccc1CNC(=O)C1CC2CCCN2C12C(=O)Nc1ccccc12 (configuration not stated)	-0.4	-0.9	-0.2	-0.1
COc1cccc(/C=C2\SC(=S)NC2=O)c1	16.2	0.2	-7.1	0.1
Cc1cc(OC(=O)c2cc([N+](=O)[O-])ccc2Cl)c([N+](=O)[O-])c(=O)[nH]1	1.3	-1.4	-10.3	0.0
Cc1cc2ncn(-c3ccc(S(C)(=O)=O)cc3[N+](=O)[O-])c2cc1C	0.2	-0.2	5.4	0.1
CCn1cc(CNC(=O)CC2C(=O)NCCN2Cc2ccc(-c3ccccc3)cc2)cn1 (configuration not stated)	3.0	0.3	4.0	-0.1
CCOc1ccc(C2C(C(C)=O)=C(O)C(=O)N2CC(OC)OC)cc1 (configuration not stated)	4.9	-0.4	-2.0	0.0
CCOC(=O)c1c(NC(=O)CSc2ccc([N+](=O)[O-])cn2)sc2c1CCCC2	-11.5	-0.4	0.2	-0.1
COc1ccc(N2C(=O)CC(N3CCN(c4ccccc4F)CC3)C2=O)cc1 (configuration not stated)	-4.4	-0.2	-3.8	-0.1
COc1cc(Cl)c(C)cc1NC(=O)CNC(=O)c1nn(-c2ccc(OC)c(OC)c2)c(=O)c2ccccc12	6.3	1.5	6.5	-0.1
O=C(NCCc1ccc(O)cc1)c1cc(Nc2ccc(N3CCOCC3)cc2)nc2ccccc12	-4.5	1.7	-1.7	-0.1
CCOc1ccccc1-n1c(=S)sc2c(=O)n(-c3ccc(F)cc3)c(SCC3OCCO3)nc21	15.7	1.0	3.4	-0.1
Cc1cccc(/N=C/c2c(O)cc(C)oc2=O)n1	-1.9	0.1	-4.6	0.0
CC(C)(C)C(=O)Nc1ccc(S(=O)(=O)Nc2nccs2)cc1	-11.5	-0.5	-2.6	-0.1
COC(=O)c1sc(NC(=O)COc2ccc(Cl)cc2C)c(C(N)=O)c1C	13.5	-1.7	2.6	0.1
CC(=O)NS(=O)(=O)c1ccc(NC(=O)c2oc3c(Cl)cccc3c2C)cc1	4.5	0.0	-6.7	0.2
CCC(=O)NNC(=S)NC(=O)c1ccc(C)cc1	18.3	-0.8	-40.9	1.1
C=CCOC(=O)C1=C(C)NC2=C(C(=O)CC(C)(C)C2)C1c1ccc(C(=O)OC)cc1 (configuration not stated)	-4.3	-0.5	-1.9	0.2
CCOC(=O)c1cc(C(=O)OCC)c(N)s1	-7.2	-0.5	3.1	0.7
Cc1ccc(NCC(=O)N/N=C/c2ccc(Br)o2)cc1	-24.9	0.0	2.2	-0.1
Cc1cccc(CN2CCN(CCc3ccccc3)CC2CCO)n1 (configuration not stated)	1.8	1.2	-20.7	0.1
Cc1ccc(S(=O)(=O)NN(c2ccccc2)c2ccccc2)cc1[N+](=O)[O-]	2.1	0.7	8.9	-0.3
COc1ccc(-c2n[nH]c(=S)n2/N=C\c2ccncc2)cc1	-7.3	-0.6	11.2	-0.2
Cc1ccc2sc(-c3ccc(NC(=O)CSc4nc5ccccc5s4)cc3)nc2c1	-12.2	-0.4	28.2	-0.1
CCOc1ccc(/C(O)=C2/C(=O)C(=O)N(CCCN3CCOCC3)C2c2ccc(F)cc2)c(C)c1 (configuration not stated)	-5.4	0.4	5.4	0.0
COc1ccc(/C=N/n2c(=O)c(C(C)(C)C)nn3cnnc23)cc1O	-7.8	1.8	-0.1	0.3
CC(=O)c1ccc(NC(=O)CN2C(=O)c3ccccc3C2=O)cc1	11.4	0.1	-21.4	0.1
Cc1ccc(-c2c(C)nn3c(N(C)CCO)c(C)c(C)nc23)cc1	9.0	-0.8	12.3	1.2
CCOc1ccc(-n2c(-c3ccc(F)cc3)nc(=S)c3c2CCCC3)cc1	17.3	0.2	4.6	0.0
CN(C)CCNC(=O)c1ccccc1-c1ccccc1	10.7	-1.1	8.7	0.3
O=C(Nc1ccccc1)/C(=C\c1ccco1)NC(=O)c1ccc(Cl)cc1Cl	-6.0	1.5	-0.2	0.1
CCC(=O)Nc1cccc(NC(=O)c2ccc(OC)c(Br)c2)c1	-5.7	-1.0	-43.9	-0.4
Cc1ccc(NC(=O)COc2ccc(Br)cc2)cc1[N+](=O)[O-]	-4.9	2.8	7.1	0.1
CN(Cc1ccccc1)S(=O)(=O)c1ccc(F)c(C(=O)Nc2ccc(F)cc2)c1	6.3	-0.5	2.9	0.0
O=C(Nc1nc2c(Cl)cccc2s1)c1ccc(S(=O)(=O)N2CCCCC2)cc1	0.1	1.8	-3.6	-0.1
O=c1oc2cc(O)ccc2cc1-c1nnc(Nc2c(F)cccc2F)s1	-13.1	-8.6	-21.1	0.3
CCCc1[nH]n(-c2ccc(F)cc2)c(=O)c1C=NC1CC(C)(C)NC(C)(C)C1	13.7	-0.8	-6.6	0.1
CC(C)(C)c1ccc(C(=O)N2CCN(c3ncccn3)CC2)cc1	-2.3	0.8	-6.7	-0.1
O=C(CC12CC3CC(C1)CC(CC(=O)N1CCOCC1)(C3)C2)N1CCOCC1	10.6	-0.7	8.8	0.2
N#Cc1c(NC(=O)c2cccc(S(=O)(=O)N3CCCC3)c2)sc2c1CCCC2	3.5	-0.3	-0.7	-0.1
COC(=O)C[C@@H]1CN=N[C@@]1(NC(=O)OCc1ccccc1)C(=O)OCc1ccccc1	8.3	1.2	2.7	0.0
Cc1cccnc1NC(=S)NC(=O)c1cccc(Cl)c1	2.6	5.0*	-76.7	0.0
Cc1onc(-c2ccccc2Cl)c1C(=O)N1CCOCC1	-13.7	0.8	-4.8	-0.1
C=C(C)CONC(=O)c1cnc2scc(C)n2c1=O	-0.1	0.9	-16.2	-0.1
CCNS(=O)(=O)c1ccc(CCC(N)=O)cc1	15.6	-1.0	2.3	0.1
COc1c2c(nc3occc13)C(CC=C(C)C)(OC)C(OC(C)=O)CC2 (configuration not stated)	16.1	-0.7	5.0	1.6
Cc1ccc(OCC(=O)NNC(=O)COc2cc(C)c(Cl)c(C)c2)cc1	-1.2	1.4	14.9	-0.1
N#Cc1cc2cc3c(cc2nc1SCC(=O)N1CCCC1)OCO3	7.2	-0.3	-18.2	0.1
CCOc1ccccc1N1CCN(CC(=O)c2[nH]c(C)c(C(C)=O)c2C)CC1	6.3	-1.4	14.1	-0.1
COc1ccc(NC(=O)CSc2cn(Cc3ccccc3)c3ccccc23)c(OC)c1	13.8	1.8	2.7	-0.4
Cc1ccccc1C(=O)Nc1ccnn1C1CCN(Cc2ccc(F)cc2F)CC1	1.6	0.2	-8.2	0.1
Cc1ccc(C(=O)Oc2ccccc2C(=S)N2CCOCC2)cc1	0.9	1.0	-3.5	-0.3
CCCCOc1c(Br)cc(C=C2C(=O)NC(=S)NC2=O)cc1OC	4.6	-0.1	5.4	-0.3
CC(=O)C1=C(C)NC(=O)NC1c1ccccc1OCC#N (configuration not stated)	0.8	1.2	-11.0	0.0
CCc1ccc(S(=O)(=O)n2ccnc2C)cc1	9.6	0.1	2.3	0.0

The list goes on:
SMILES	MITF primary	GPR151 activ	TEAD-YAP block	FBW7 activator
COC(=O)C1(C)NC(c2cccs2)C2C(=O)N(c3ccccc3F)C(=O)C21 (configuration not stated)	6.4	0.1	-0.8	0.1
CC(C)c1ccc(S(=O)(=O)c2cc3ccccc3oc2=O)cc1	10.1	-0.8	-4.7	0.1
CSc1cccc(NC(=S)N(Cc2ccc(Cl)cc2)Cc2ccc(C(=O)O)cc2)c1	-1.7	0.9	6.0	-0.2
O=C(CN1CCN(c2ccc(Cl)cc2)CC1)c1ccc2c(c1)OCO2	-0.4	-1.2	10.7	0.1
CN1C(=O)c2ccc(NC(=O)c3cccc4ccccc34)cc2C1=O	-17.7	3.3	-15.0	0.1
CC(NC(=O)c1cc2ccccc2oc1=O)c1ccccc1 (configuration not stated)	8.1	-0.2	-8.9	0.7
CCn1c(C(=O)N2CCC(C(=O)NCCCN3CCCC3)CC2)cc2sccc21	6.7	-3.3	-1.8	0.0
CCOC(=O)C1=C(C)NC(=S)NC1c1cc(Br)c(OC(C)=O)c(OC)c1 (configuration not stated)	47.1	-0.4	11.4	-0.1
CCOC(=O)N1CCN(S(=O)(=O)c2ccc(C(=O)Nc3nc(-c4ccc(OC)c(OC)c4)cs3)cc2)CC1	33.1	-1.2	4.7	0.2
CN(C)Cc1c(O)ccc2c1O/C(=C\c1ccc(F)cc1)C2=O	-3.6	0.8	-2.8	-0.3
CN(Cc1ccccc1)C(=O)c1ccc2c(=O)n(C3CCCCC3)c(SCc3nc4ccccc4[nH]3)nc2c1	-8.5	-0.5	-1.0	-0.2
CCCCNC(=O)c1cc2c(=O)n3cc(C)ccc3nc2n1C	17.6	-0.2	-10.7	0.8
COc1cccc(-n2nc(C(=O)NCCN(C)C)c3ccccc3c2=O)c1	11.7	-0.7	8.7	0.2
CC(C(=O)NCc1ccccn1)N(c1ccccc1)S(C)(=O)=O (configuration not stated)	4.8	0.8	8.0	-0.1
COc1ccc([N+](=O)[O-])cc1NC(=O)c1ccccc1F	-10.9	-0.8	-5.6	-0.1
COc1ccc(OC(C)c2nc(-c3cccnc3)no2)cc1 (configuration not stated)	-10.2	0.8	2.3	-0.1
Cc1ccc(Oc2cc(NC(=O)CCCn3cnc([N+](=O)[O-])n3)cc([N+](=O)[O-])c2)cc1	13.1	-0.4	4.0	-0.1
O=C(NCc1cccc(C(F)(F)F)c1)c1cccc(Nc2ncccn2)c1	3.9	1.4	13.0	0.0
CCCCCNC(=O)CCCCCn1c(=S)[nH]c2ccsc2c1=O	-3.7	-1.8	3.6	-0.1
CCC(NC(=O)NCCCn1ccnc1)(C(F)(F)F)C(F)(F)F	2.7	1.3	6.2	0.0
COCCNC(=O)c1c[nH]c2ccc(S(=O)(=O)N(C)c3ccc(Cl)cc3F)cc2c1=O	-0.8	1.0	5.0	0.0
CC(C)Sc1nc(Cl)c(SC(C)C)c(C#N)c1Cl	-0.2	-0.7	-3.0	-0.2
COCCNC(=O)c1ccc2c(=O)n(Cc3ccc(Cl)cc3)c(SCC(=O)c3ccc(Cl)cc3)nc2c1	3.3	1.4	7.5	0.1
COc1ccc(/C=C2/C=C(c3ccccc3)OC2=O)cc1OC	-12.5	-0.9	1.2	-0.2
C=CCNC(=O)C(C)NCc1ccco1 (configuration not stated)	4.0	-2.9	-27.9	0.3
COc1ccccc1N1CCN(C(=O)CSc2nc(N)cc(=O)[nH]2)CC1	11.9	-1.0	13.3	0.5

Complete entries from above. Order of screens: MITF primary | GPR151 activ | TEAD-YAP block | FBW7 activator
Record of COCCNC(=O)c1c[nH]c2ccc(S(=O)(=O)N(C)c3ccc(Cl)cc3F)cc2c1=O → -0.8 | 1.0 | 5.0 | 0.0
Record of COc1ccccc1N1CCN(C(=O)CSc2nc(N)cc(=O)[nH]2)CC1 → 11.9 | -1.0 | 13.3 | 0.5
Record of Cc1ccc(Oc2cc(NC(=O)CCCn3cnc([N+](=O)[O-])n3)cc([N+](=O)[O-])c2)cc1 → 13.1 | -0.4 | 4.0 | -0.1
Record of C=CCNC(=O)C(C)NCc1ccco1 (configuration not stated) → 4.0 | -2.9 | -27.9 | 0.3
